# Bioassay records deposited in PubChem by several laboratories.
# DTT redox prof: compounds producing H2O2 with reducing agent – biochemical, NIH compound library profiling, artefact control for MLSCN library redox annotation, primary screen | 200,000 tested, 0.03% active | DTT-dependent redox cycling H2O2, phenol red/HRP absorbance; 100% = 100 µM peroxide control, 0% = buffer | activation, % at 10 µM | AID 878, 2007;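 active means activation of at least 50% relative to the plate's high and low controls in the primary single-dose screen; inactive means activation below 50%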;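 further: compound incubated with DTT at 0.8 mM final as the reducing agent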
# STAT3 blocker: IL-6 driven STAT3 reporter inhibitors, primary screen, U3A cells, luciferase, luminescence, MLSCN library; IL-6 STAT3-luciferase reporter; host cell line lacks STAT1; AID 862, 2007; 190,000 tested, 0.89% active; inhibition, % at 5.5 µM;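 active means inhibition above the mean inhibition across all screened compounds plus 3 SD, cut at about 44% in these data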;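 further: 0% = DMSO only wells and 100% = 100 µM nifuroxazide control wells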
# NF-kB expr up: activators of NF-kB expression in neurons, primary screen, cell-based, HTS; human neuronal cells, NF-kB reporter expression; active compounds read high; fold change at 12.5 µM; 190,000 tested, 1.6% active; in the data active means fold change above about 3.3
# STAT1 act: STAT1 signaling activators, primary screen, cell-based, HTS, luciferase reporter. NIH 3T3 STAT1-luciferase reporter, IFN-gamma, luminescence; 100% = IFN-gamma alone, no compound. activation (% of control), % at 5.5 µM. 200,000 tested, 2.6% active. AID 932, 2007;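 active means activation above the screen-wide mean activation plus 3 SD, cut at about 130% in these data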;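 further: raw ratio to IFN-gamma control signal so 100% means no change and 0% no light; values of inactives mirror those of a sister screen read the other way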
# APP 5'UTR act: activators of APP 5'UTR luciferase reporter, primary screen, SH-SY5Y cells. SH-SY5Y APP 5'UTR luciferase reporter, luminescence; zero percent = DMSO vehicle wells. activation, % at 2 µM. 190,000 tested, 1% active;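 active means activation above a set limit, based on mean plus 3 SD of controls, cut at about 140% in these data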; further: values of inactives mirror those of a sister screen read the other way
# STAT1 inh: STAT1 signaling inhibitors, primary screen, cell-based, HTS, luciferase reporter; 200,000 tested, 0.35% active; inhibition, % at 5.5 µM; NIH 3T3 STAT1-luciferase reporter, IFN-gamma, luminescence;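 active means inhibition above a set limit, the mean inhibition across all tested compounds plus 3 SD, cut at about 34% in these data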;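 further: 0% = IFN-gamma with DMSO and 100% = IFN-gamma with 300 µM nifuroxazide; values of inactives mirror those of a sister screen read the other way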
# HMGR II inh: inhibitors of E. faecalis class II HMGR, primary screen, biochemical, Enterococcus faecalis; purified E. faecalis HMGR, NADPH absorbance 340 nm kinetic; inhibition, % at 10 µM; 190,000 tested, 0.41% active; AID 1066, 2008;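 active means inhibition above a set limit, the median over all tested compounds plus 3 SD, cut at about 9.5% in these data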;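 further: enzyme runs in reverse so mevalonate oxidation gives rising NADPH absorbance; 0% = complete reaction with DMSO and 100% = background rate lacking mevalonate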
# STAT3 activator: IL-6 driven STAT3 reporter potentiators, primary screen, U3A cells, luciferase, luminescence, MLSCN library | 190,000 tested, 0.91% active | activation (% of control), % at 5.6 µM | AID 871, 2007 | IL-6 STAT3-luciferase reporter; 100% = signal with IL-6 EC80 alone;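 active means activation above the screen-wide mean of compound activation plus 3 SD, cut at about 130% in these data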;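 further: 0% = background luminescence of wells with medium and substrate only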
#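 Test system: Human STAT1-deficient U3A cells with stable STAT3-luciferase reporter | Also added: Interleukin-6, 33 ng/mL | Timing: Compound pre-incubation 1 h before IL-6, then 6 h stimulation at 37 °C | Technique: Luciferase reporter luminescence | Read-out: Percent of IL-6-only median luminescence | Benchmarks: IL-6-only wells as 100% reference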
# Hsp70 activator: Hsp70 transcriptional activators, primary screen, cell-based, HeLa, Hsp70 promoter luciferase, luminescence, 10 µM; 200,000 tested, 0.04% active; HeLa Hsp70 promoter luciferase reporter; scaled: vehicle 0, proteasome-inhibitor control 100%; activation, % at 10 µM;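 active means activation above the mean across all tested compounds plus 3 SD, cutoff set per campaign, cut at about 5.5% in these data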;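 further: 100% = MG132 at 30 µM as the positive control and 0% = DMSO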
# TLR4 MyD88 comp: inhibitors of TLR4-MyD88 association in cells, primary screen, cell-based, HeLa CL3-4, BLA complementation, FRET ratio; AID 861, 2007; 200,000 tested, 0.18% active; inhibition, % at 8.4 µM; Toll-like receptor 4 (Homo sapiens) + Myeloid differentiation primary response protein …; HeLa CL3-4 TLR4/MyD88 BLA complementation; in the data active means inhibition above about 25%;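 further: 0% = vehicle and 100% = reference inhibitor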
# Target sequence (O00206 whole entry, looked up): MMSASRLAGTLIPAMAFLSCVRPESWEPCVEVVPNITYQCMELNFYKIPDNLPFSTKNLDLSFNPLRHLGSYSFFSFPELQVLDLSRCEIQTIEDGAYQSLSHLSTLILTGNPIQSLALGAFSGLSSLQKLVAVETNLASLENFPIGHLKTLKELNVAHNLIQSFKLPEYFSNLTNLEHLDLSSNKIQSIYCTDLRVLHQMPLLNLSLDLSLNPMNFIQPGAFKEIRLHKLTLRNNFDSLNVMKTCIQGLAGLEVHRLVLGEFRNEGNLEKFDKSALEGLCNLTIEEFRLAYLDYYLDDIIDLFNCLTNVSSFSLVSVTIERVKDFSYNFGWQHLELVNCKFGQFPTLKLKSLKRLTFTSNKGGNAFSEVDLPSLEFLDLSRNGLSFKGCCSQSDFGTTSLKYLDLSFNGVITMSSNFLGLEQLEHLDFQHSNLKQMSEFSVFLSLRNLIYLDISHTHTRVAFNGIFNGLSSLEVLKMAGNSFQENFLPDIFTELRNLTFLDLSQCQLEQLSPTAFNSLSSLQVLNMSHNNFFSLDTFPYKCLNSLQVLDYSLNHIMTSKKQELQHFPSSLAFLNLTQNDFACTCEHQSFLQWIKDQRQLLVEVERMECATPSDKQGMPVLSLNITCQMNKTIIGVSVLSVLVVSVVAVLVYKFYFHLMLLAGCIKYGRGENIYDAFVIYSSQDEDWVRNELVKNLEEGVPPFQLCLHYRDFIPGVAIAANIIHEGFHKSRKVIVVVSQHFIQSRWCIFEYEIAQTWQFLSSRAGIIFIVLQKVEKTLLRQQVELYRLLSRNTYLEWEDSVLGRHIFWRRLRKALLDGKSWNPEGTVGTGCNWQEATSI
# Target sequence (Q99836 whole entry, looked up): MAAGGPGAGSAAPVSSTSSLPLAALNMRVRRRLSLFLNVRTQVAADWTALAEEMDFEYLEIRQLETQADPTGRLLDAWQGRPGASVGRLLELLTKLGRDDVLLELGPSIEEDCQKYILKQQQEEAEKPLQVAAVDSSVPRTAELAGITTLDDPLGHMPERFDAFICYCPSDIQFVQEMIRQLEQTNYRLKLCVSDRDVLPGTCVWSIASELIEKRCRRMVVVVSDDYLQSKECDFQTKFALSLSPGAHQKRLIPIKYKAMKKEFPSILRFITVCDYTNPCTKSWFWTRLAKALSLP
# Active calls of the source: *; / = no result given.
# Start of the data: the first 2 entries, to show the layout:
cpd	SMILES	STAT1 inh	STAT1 act	NF-kB expr up	HMGR II inh	APP 5'UTR act	STAT3 activator	TLR4 MyD88 comp	Hsp70 activator	STAT3 blocker	DTT redox prof
1	CC1CCC(NC(=O)CN2C(=O)C3CCCN3c3ncc(Cl)cc32)CC1 (configuration not stated)	1	99	0.91	-7	10	111	3	0.1	-6	1.7
2	CC(C)CC(C(=O)Nc1oc(-c2ccco2)c(-c2ccco2)c1C#N)N1C(=O)c2ccccc2C1=O (configuration not stated)	-2	102	1.1	0	0	103	-6	-0.3	2	0.0

# The list itself, from the start:
cpd	SMILES	STAT1 inh	STAT1 act	NF-kB expr up	HMGR II inh	APP 5'UTR act	STAT3 activator	TLR4 MyD88 comp	Hsp70 activator	STAT3 blocker	DTT redox prof
1	CC1CCC(NC(=O)CN2C(=O)C3CCCN3c3ncc(Cl)cc32)CC1 (configuration not stated)	1	99	0.91	-7	10	111	3	0.1	-6	1.7
2	CC(C)CC(C(=O)Nc1oc(-c2ccco2)c(-c2ccco2)c1C#N)N1C(=O)c2ccccc2C1=O (configuration not stated)	-2	102	1.1	0	0	103	-6	-0.3	2	0.0
3	COc1ccc(NC(=O)/C(C#N)=C\c2ccc(N3CCOCC3)o2)cc1	-30	126	1.3	4	47	84	-12	-0.2	23	-0.2
4	O=C(CN1CCOCC1)OCCCC1CCCCC1	-1	101	1.2	-1	-5	101	-11	-0.3	4	0.1
5	O=C(NC(=S)Nc1ccc(NC(=O)c2cccs2)cc1)c1ccco1	0	100	1.1	-2	16	101	7	-0.3	-2	-0.1
6	COc1ccc(CNC(=O)C(C)Sc2ccc(C)cc2)cc1 (configuration not stated)	-3	100	1	-3	-20	93	2	-0.2	13	-1.2
7	COc1ccc(CCNC(=O)c2ccc(C)s2)cc1OC	3	97	1.1	-11	-2	107	12	-0.3	-9	-3.5
8	CC(Sc1nnc(-c2ccccc2)c(-c2ccccc2)n1)C(=O)N1CCc2ccccc21 (configuration not stated)	-2	102	1.1	-6	5	128	-8	-0.4	-33	2.5
9	COc1ccc(S(=O)(=O)NC(C)C(=O)Nc2ccccc2F)cc1 (configuration not stated)	6	95	1	-2	11	104	2	-0.3	2	-0.1
10	O=C(O)CCCCCNC(=O)c1ccccc1Br	-7	106	1.1	-2	0	106	-1	-0.1	-3	2.4
11	CCCCNC(=S)NCCN1CCCCC1	3	101	1.3	-4	/	101	-47	-0.4	2	0.8
12	COC(=O)c1cc(C(=O)c2cc(Br)ccc2O)coc1=N	-3	102	0.94	-1	10	106	-5	-0.1	6	-0.4
13	COCCn1c(=O)[nH]c2cc(C(=O)NCc3ccccc3)ccc2c1=O	3	97	0.75	0	2	100	-3	-0.2	5	0.1
14	Cn1c(NC(=O)c2cc(Cl)ccc2Cl)cc(=O)n(C)c1=O	4	96	0.83	5	-2	99	-1	-0.2	6	-0.6
15	Cc1nc2sccn2c1-c1csc(NCc2ccccc2)n1	11	90	0.74	-2	1	44	-3	-0.4	66*	2.7
16	CCOc1ccc(-n2cnnn2)cc1S(=O)(=O)NCCc1ccc(OC)c(OC)c1	5	95	0.99	-6	11	90	6	0.1	16	0.8
17	COc1cc(-n2nnnc2SC)c(OC)cc1Cl	2	97	3.6*	-1	-6	100	-3	-0.1	7	-0.9
18	COc1ccc(CCNC(=O)c2cc3sc(Cl)cc3n2C)cc1OC	0	100	1.3	-4	10	92	-6	0.0	15	-0.1
19	O=C(N1CCN(c2ccccn2)CC1)C(Cl)(Cl)Cl	-5	104	1.8	-4	10	84	1	-0.2	23	-0.6
20	O=C1C2ON(c3ccccc3)C(c3ccncc3)C2C(=O)N1c1ccc(Br)cc1 (configuration not stated)	6	95	1.2	3	-12	102	-15	-0.2	6	-4.3
21	CCOC(=O)C(C)N1C(=O)S/C(=C/c2cc(C)n(-c3ccccn3)c2C)C1=O (configuration not stated)	-26	126	1.8	-3	140*	113	-2	-0.1	-14	0.5
22	CCOC(=O)c1sc(=NC(=O)c2ccc(OC)c(OC)c2)n(C)c1C	-10	109	1.5	2	16	91	16	-0.2	14	2.0
23	Cn1nnnc1SCCNCc1ccccc1OCc1ccc(F)cc1	2	97	1.6	-6	3	102	2	-0.2	5	-2.3
24	Brc1ccc2c(c1)OCCOCCOc1cc(Br)ccc1OCCOCCOCCO2	5	95	0.51	-1	-9	103	24	-0.3	2	1.9
25	CCCCS(=O)(=O)c1sc2nc3c(cc2c1N)CCCC3	10	90	1.2	-4	9	80	-9	-0.5	26	3.2

# Excerpt: compounds 1 to 12
cpd	SMILES	STAT1 inh	STAT1 act	NF-kB expr up	HMGR II inh	APP 5'UTR act	STAT3 activator	TLR4 MyD88 comp	Hsp70 activator	STAT3 blocker	DTT redox prof
1	CC1CCC(NC(=O)CN2C(=O)C3CCCN3c3ncc(Cl)cc32)CC1 (configuration not stated)	1	99	0.91	-7	10	111	3	0.1	-6	1.7
2	CC(C)CC(C(=O)Nc1oc(-c2ccco2)c(-c2ccco2)c1C#N)N1C(=O)c2ccccc2C1=O (configuration not stated)	-2	102	1.1	0	0	103	-6	-0.3	2	0.0
3	COc1ccc(NC(=O)/C(C#N)=C\c2ccc(N3CCOCC3)o2)cc1	-30	126	1.3	4	47	84	-12	-0.2	23	-0.2
4	O=C(CN1CCOCC1)OCCCC1CCCCC1	-1	101	1.2	-1	-5	101	-11	-0.3	4	0.1
5	O=C(NC(=S)Nc1ccc(NC(=O)c2cccs2)cc1)c1ccco1	0	100	1.1	-2	16	101	7	-0.3	-2	-0.1
6	COc1ccc(CNC(=O)C(C)Sc2ccc(C)cc2)cc1 (configuration not stated)	-3	100	1	-3	-20	93	2	-0.2	13	-1.2
7	COc1ccc(CCNC(=O)c2ccc(C)s2)cc1OC	3	97	1.1	-11	-2	107	12	-0.3	-9	-3.5
8	CC(Sc1nnc(-c2ccccc2)c(-c2ccccc2)n1)C(=O)N1CCc2ccccc21 (configuration not stated)	-2	102	1.1	-6	5	128	-8	-0.4	-33	2.5
9	COc1ccc(S(=O)(=O)NC(C)C(=O)Nc2ccccc2F)cc1 (configuration not stated)	6	95	1	-2	11	104	2	-0.3	2	-0.1
10	O=C(O)CCCCCNC(=O)c1ccccc1Br	-7	106	1.1	-2	0	106	-1	-0.1	-3	2.4
11	CCCCNC(=S)NCCN1CCCCC1	3	101	1.3	-4	/	101	-47	-0.4	2	0.8
12	COC(=O)c1cc(C(=O)c2cc(Br)ccc2O)coc1=N	-3	102	0.94	-1	10	106	-5	-0.1	6	-0.4

# Remaining list, next part:
cpd	SMILES	STAT1 inh	STAT1 act	NF-kB expr up	HMGR II inh	APP 5'UTR act	STAT3 activator	TLR4 MyD88 comp	Hsp70 activator	STAT3 blocker	DTT redox prof
26	COc1ccccc1/C=N/NC(=O)CO	-2	100	1.4	2	2	106	-3	0.1	2	0.1
27	Cc1csc(NC(=O)c2c(O)c3c(n(CC(C)C)c2=O)CCCC3)n1	3	93	0.9	1	2	110	2	-0.5	-8	0.6
28	Cc1noc(NS(=O)(=O)c2ccc(NC(=O)c3cnc4scc(C)n4c3=O)cc2)c1C	3	98	1.1	-7	17	96	2	-0.5	5	0.5
29	CCN(C(=O)CSc1nnc(C)n1-c1ccccc1)C1CCS(=O)(=O)C1 (configuration not stated)	0	100	1	-6	7	102	-1	0.1	-1	-0.5
30	CCN(CC)c1ccc(NC(=O)C(C)C)cc1	2	99	1.4	2	5	85	15	-0.2	24	-3.4
31	O=C(OCC(=O)N1CCOCC1)c1ccccc1Cc1ccccc1	-64	158*	5.5*	-7	116	105	1	-0.3	0	0.0
32	COc1cccc(N2CCN(C(=O)CN(C)S(=O)(=O)c3ccc4c(c3)CCC(=O)N4)CC2)c1	0	100	1.1	-5	5	98	0	-0.3	8	-1.3
33	CCC(CC)NC(=O)c1n[nH]c(=O)c2ccccc12	4	97	1.3	-1	-4	101	-20	-0.6	4	2.1
34	Cc1ccc(-n2c(C)cc(/C=N/NC(=O)CC3(C)OCCO3)c2C)c(C)c1	-3	103	0.79	1	-10	105	2	-0.4	-5	0.8
35	O=C(C1=NOC(CNc2ncc(C(F)(F)F)cc2Cl)C1)N1CCOCC1 (configuration not stated)	4	95	0.91	-3	18	100	5	-0.3	5	-0.5
36	Cc1cc(C)c2c(=O)[nH]c(SCC(=O)N(C)C)nc2n1	-6	105	1.2	-26	-17	101	-10	-0.3	4	1.6
37	CCCCOC(=O)NCN1C(=O)C2C3C=CC(C3)C2C1=O (configuration not stated)	4	96	1.1	-15	7	108	10	-0.1	-3	0.7
38	COc1ccc([N+](=O)[O-])cc1NC(=O)Cn1ccc(C(F)(F)F)n1	-5	103	1.2	-1	-12	102	-9	-0.1	6	-0.1
39	COc1ccc(NC(=S)NCCSc2ccc(C)cc2)c(OC)c1	-3	103	/	/	19	104	-10	0.3	1	-3.4
40	O=C(Nc1ccccc1Cl)N1CCN(c2ccc3nnc(-c4ccccc4)n3n2)CC1	11	90	0.48	0	11	96	-3	-0.1	13	-0.7
41	O=C(CC1NCCNC1=O)OCc1ccccc1 (configuration not stated)	2	99	1.1	0	4	105	-1	-0.4	-2	-3.4
42	Cc1c(NC(=O)c2ccccc2F)c(=O)n(-c2ccccc2)n1C	-1	101	1.2	-7	5	96	-9	-0.1	11	0.1
43	CC1=C/C(=N\S(=O)(=O)c2ccccc2)C(C(C)C)=CC1=O	-1	98	1	-1	10	99	-5	0.3	6	0.2
44	Cc1nc2cc3sc(C)nc3cc2s1	-26	122	1.3	3	3	82	6	-0.5	24	1.5
